RGS12 GoLoco inh: inhibitors of human Gai1-RGS12 GoLoco interaction (red fluorophore); 230,000 compounds, 0.44% hits; Gai1:RGS12 GoLoco peptide FP, rhodamine, 10 min; Potency, µM (series often up to 61.6 µM), for inactives: at the top dose activity, negative = inhibition, most hits filed as inhibitors; active = well fitted inhibition curve with a large enough effect, not every such curve was filed as active; inactive = no such curve, though single readings can be large or run the other way; note: nearly all actives have a fitted effect of over 30% in size; many of its hits are not listed in these tables
TR SRC2 fluor cs: alters Texas Red total fluorescence, flagging assay interference; TRb/SRC2 Texas Red total fluorescence interference; Potency, µM (doses to about 106 µM), without a hit: at the top dose fluorescence change, negative = quenching; 280,000 compounds, 0.29% hits; AID 1479; active = well fitted curve in either direction with a large enough effect; inconclusive = small, poorly fitted or top-dose-only effect
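Human TRβ ligand-binding domain (0.6 uM) and Texas Red SRC2 peptide (20 nM) in Tris buffer with 1 uM T3 and 5% DMSO were incubated with pinned compound for 5 hr at ambient temperature. Total fluorescence was computed as S + 2P (555/632 nm).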
L3MBTL1 block: inhibitors of human L3MBTL1. 230,000 compounds, 0.66% hits. Potency, µM (titrated, usually from 57.1 µM), for the others: top-dose activity, negative = inhibition, actives largely listed as inhibitors. AlphaScreen L3MBTL1–H3K9me1 peptide binding. Q9Y468; note: nearly all actives have a fitted effect of over 60% in size
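L3MBTL1 50 nM + b-AHA-H3(1-15)K9me1 75 nM, 30 min RT; compound added, 30 min RT; streptavidin donor/Ni-chelate acceptor beads 10 ug/mL each final, 30 min RT dark; AlphaScreen read.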
TRb SRC2 PPI: disrupts binding of human TR beta to SRC2; P10828; Potency, µM (series often up to 106 µM), for inactives: at the highest dose activity change, negative = inhibition, most hits filed as inhibitors; TRbeta-SRC2 peptide binding, fluorescence polarization; receptor liganded with 1 µM T3; 280,000 compounds, 0.065% hits; AID 1469;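 note: plate controls were bound peptide for no effect and peptide without receptor for full effect; nearly all actives have a fitted effect of over 50% in size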
Target sequence (P10828 whole entry, looked up): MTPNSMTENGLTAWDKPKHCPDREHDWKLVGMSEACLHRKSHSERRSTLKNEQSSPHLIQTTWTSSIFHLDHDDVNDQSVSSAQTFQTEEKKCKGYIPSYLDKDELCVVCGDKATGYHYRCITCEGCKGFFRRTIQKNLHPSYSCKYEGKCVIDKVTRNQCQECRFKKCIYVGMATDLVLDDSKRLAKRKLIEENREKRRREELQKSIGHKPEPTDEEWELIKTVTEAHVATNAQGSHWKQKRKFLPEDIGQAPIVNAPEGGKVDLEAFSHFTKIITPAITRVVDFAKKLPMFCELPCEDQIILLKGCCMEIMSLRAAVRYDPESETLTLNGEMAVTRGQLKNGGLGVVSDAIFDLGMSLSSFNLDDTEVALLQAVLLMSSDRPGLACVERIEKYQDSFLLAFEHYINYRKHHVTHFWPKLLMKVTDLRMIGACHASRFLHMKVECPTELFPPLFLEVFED
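A fluorescence polarization screen tested compounds at multiple concentrations against complex formation between 0.6 uM TRb ligand-binding domain and 20 nM Texas Red SRC2 peptide, with 1 uM T3 present; readout after 5 hr.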
RECQ1 inh: blocks DNA unwinding by human RECQ1 | P46063 | RECQ1 DNA unwinding, red fluorescence kinetic read | Potency, µM (highest dose often 57.3 µM), for inactives: at the highest dose activity, negative = inhibition, hits mostly inhibitors | 240,000 compounds, 0.54% hits | AID 2549;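 note: plate controls were vehicle for no effect and no enzyme for full effect; nearly all actives have a fitted effect of over 30% in size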
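RECQ1T1 50 nM; forked duplex (20 bp + 30-nt ss tails) 200 nM, ATP 2 mM final; pH 8.0, 2 mM MgCl2, 2.5 ug/ml poly(dI-dC); 15 min compound preincubation; discontinuous kinetic read over 2 h at RT.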
KDM4E inh: blocks human JMJD2E demethylase activity; B2RXH2; JMJD2E catalytic domain, FDH-coupled NADH fluorescence (FDH is formaldehyde dehydrogenase); Potency, µM (series often up to 57.1 µM), for inactives: top-dose activity change, negative = inhibition, most hits filed as inhibitors; 230,000 compounds, 1.6% hits; active = well fitted inhibition curve with a large enough effect, not every such curve was filed as active; inconclusive = small, poorly fitted or top-dose-only effect, or another doubt; inactive = no such curve, though single readings can be large or run the other way;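 note: 0% = wells with enzyme and -100% = buffer wells without enzyme; nearly all actives have a fitted effect of over 50% in size; many of its hits are not listed in these tables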
Target sequence (B2RXH2 1-337 limits assumed): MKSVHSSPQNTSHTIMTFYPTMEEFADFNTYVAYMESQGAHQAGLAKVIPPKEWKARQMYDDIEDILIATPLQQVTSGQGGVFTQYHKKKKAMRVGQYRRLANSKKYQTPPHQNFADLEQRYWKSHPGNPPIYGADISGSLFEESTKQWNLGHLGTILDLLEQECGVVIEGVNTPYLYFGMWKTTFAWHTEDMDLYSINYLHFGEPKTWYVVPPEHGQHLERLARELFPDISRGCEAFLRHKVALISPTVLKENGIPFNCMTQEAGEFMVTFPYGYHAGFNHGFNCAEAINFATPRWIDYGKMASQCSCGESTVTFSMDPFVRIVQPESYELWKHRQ
Tau fibril FP: blocks human tau fibril formation measured by polarization; P10636; K18 P301L tau heparin fibrillization, Alexa594 FP, 6 h; Potency, µM (titrated, usually from 57.7 µM), for the others: at the top dose activity, negative = inhibition, most hits filed as inhibitors; 280,000 compounds, 0.39% hits; AID 1468; note: nearly all actives have a fitted effect of over 55% in size
Target sequence (P10636 561-689 P618L limits assumed): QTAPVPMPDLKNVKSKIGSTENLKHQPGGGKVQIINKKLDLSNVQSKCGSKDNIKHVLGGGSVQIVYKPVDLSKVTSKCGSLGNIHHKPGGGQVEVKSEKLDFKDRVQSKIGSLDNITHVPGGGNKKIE
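Heparin (20 uM) drove fibril formation of recombinant tau K18 P301L, 15 uM unlabeled with 0.24 uM Alexa 594 label, for 6 hr at 37 C in 100 mM sodium acetate pH 7. Fluorescence polarization (555/632 nm) read 1 hr after 30 uM ThT.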
Tau ThT inhib: inhibitors of human tau fibril formation, thioflavin T binding. P10636. recombinant tau K18 P301L (four-repeat tau fragment), heparin-induced fibrillization, ThT fluorescence. Potency, µM (titrated, usually from 57.4 µM), for inactives: at the top dose activity, negative = inhibition, actives largely listed as inhibitors. 270,000 compounds, 2.1% hits. AID 1460; note: nearly all actives have a fitted effect of over 55% in size
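In this qHTS, human K18 P301L tau is incubated with compound and heparin for 6 hr at 37 C, and Thioflavin T fluorescence then reports fibril load.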
An asterisk follows results filed as active; i = inactive; ? = inconclusive; . = no result given; [ ] = another dose, or the depositor's remark. Unless noted, calls come from the whole dose curve; as a rule, active = well fitted curve in the direction sought with a large enough effect; inconclusive = small, poorly fitted or top-dose-only effect, or another doubt; inactive = no such curve, though single readings can be large; an effect the other way counts as inactive or inconclusive. Unless noted, % is set by controls: 0 for no effect and ±100 for the full control effect; potency is the fitted concentration of half-maximal effect. A portion of the library; the hit share may differ from the screen's.

SMILES	RGS12 GoLoco inh	TR SRC2 fluor cs	L3MBTL1 block	TRb SRC2 PPI	RECQ1 inh	KDM4E inh	Tau fibril FP	Tau ThT inhib
CC1=C/C(=C/N(C)c2ccccc2)C(=O)S1	14%	4%	-12%	-8%	i	-24%	?	20µM*
COc1ccc(S(=O)(=O)Cc2ccc(C(=O)N3CCN(c4cccc(C)c4)C(C)C3)o2)cc1 (stereo unspecified)	3%	-2%	.	-2%	-10%	3%	10%	?
O=C(Nc1cccc(S(=O)(=O)NC2=NCCC2)c1)C1CCC1	-12%	-4%	0%	4%	-6%	-3%	-1%	6%
C[C@H](CO)NC(=O)[C@H]1C[C@@H]1[C@H](NP(=O)(c1ccccc1)c1ccccc1)c1ccccc1	-2%	0%	.	5%	0%	-27%	-3%	-3%
O=C(NCc1ccccc1)c1ccc(Oc2ccc(C(=O)NCc3ccccc3)cc2)cc1	-4%	-1%	.	-14%	-10%	2%	-8%	-2%
Cc1ccc(-n2nnnc2CNC(=O)c2ccccc2F)cc1C	.	-2%	.	4%	.	.	-7%	2%
COc1ccc(OC)c(C2=NOC(C(=O)N3CCN(c4ccccc4)CC3)C2)c1 (stereo unspecified)	0%	-1%	.	6%	-7%	?	3%	?
COc1ccc(-c2nc(SCC(=O)Nc3ccccc3)c(-c3ccc(F)cc3)[nH]2)cc1OC	.	-1%	.	2%	.	.	?	?
CSc1cccc(NC(=O)C(C)NS(=O)(=O)c2ccc(F)cc2)c1 (stereo unspecified)	19%	-3%	.	-3%	-14%	-3%	10%	-13%
COc1ccc(-c2nc3cc(NC(=O)COc4ccc(F)cc4)ccc3o2)cc1	.	6%	.	10%	.	.	?	?
O=S(=O)(/C=C/c1ccccc1)Nc1ccc2c(c1)OCO2	3%	-2%	4%	-8%	i	0%	2%	-11%
CCCn1c(SCC(=O)NC(=O)Nc2ccc(C)cc2C)n[nH]c1=O	-1%	3%	-3%	-4%	12%	7%	-1%	-6%
COc1cc(/C=N/N2C(=O)c3ccccc3C2=O)ccc1O	-4%	-3%	-1%	-7%	-11%	-1%	-2%	?
Nc1ncnc(SCc2c(F)cccc2Cl)n1	-3%	-5%	5%	-4%	-1%	10%	9%	-3%
CCOC(=O)c1ccc(NC(=O)Nc2ccc(OC)c(OC)c2)cc1	3%	-1%	-9%	1%	-5%	12%	?	?
Cn1c(=O)c2c(nc(N3CCNCC3)n2Cc2ccccc2Cl)n(C)c1=O	13%	-2%	58%[activator]	-10%	-6%	6%	-11%	-2%
O=S(=O)(/N=C(/Sc1ccccc1)c1ccccc1)c1ccccc1	7%	2%	.	-2%	i	-2%	?	?
Cc1onc(-c2c(Cl)cccc2Cl)c1COC(=O)c1ccc(Cl)cc1[N+](=O)[O-]	5%	-2%	?	-3%	-17%	4%	13%	-10%
CCC(=O)Nc1ccc2oc(-c3cccc(C)c3)nc2c1	4%	-3%	-6%[11.4 µM]	7%	-3%	?	14%	-15%
CCN(CC)C(=O)N1CCN(C(=O)N(CC)CC)CC1	2%	-2%[53 µM]	3%	3%[53 µM]	-10%	9%	-3%	1%
COC(=O)c1ccc(CS(=O)(=O)c2ccc(C)cc2)cc1	2%	-3%	.	-2%	i	0%	-2%	-17%
O=C(NCC1CCCO1)C1CCC(N2C(=O)c3ccccc3C2=O)CC1 (stereo unspecified)	-6%	1%	2%	-4%	-2%	-2%	8%	-2%
COC(=O)NC(/C=C/c1ccccc1)[C@]1(C(C)=O)CCCC1=O (stereo partly specified)	.	0%[11.2 µM]	.	7%[11.2 µM]	15%[11.5 µM]	.	4%[11.6 µM]	-1%[11.5 µM]
CC1(C)CC(C)(c2ccc(O)cc2O)N(c2cccc(Cl)c2)C(=S)N1 (stereo unspecified)	14%	2%	-4%	-2%	-7%	5%	-2%	-4%
CC(=O)c1cccc(N=c2scc(-c3ccc(S(=O)(=O)N4CCOCC4)cc3)n2CCO)c1	38%[activator]	-1%	-1%	17%	1%	-17%	5%	-5%
CCC(=O)Nc1ccc(Cl)c(NC(=S)NC(C)=O)c1	0%	-3%	3%	-3%	-2%	-3%	2%	4%
CCn1ccnc1[C@@H]1C[C@H]2CN(c3ccccc3OC)C(=O)[C@]23CCCN13	10%	1%	-3%	-3%	-6%	-13%	-4%	-12%
O=C1/C(=C\c2ccccc2Cl)SC(=S)N1CCC(=O)N1CCCc2ccccc21	0%	2%	-12%	9%	-9%	8%	6%	-17%
CCOC(=O)N1CCC(NC(=O)CCc2nc(-c3ccccc3F)no2)CC1	0%	0%	-8%	-4%	-1%	9%	-3%	7%
CCOC(=O)c1sc(NC(=O)CSc2nnc(C)s2)c(C(=O)OCC)c1C	5%	4%	2%	3%	-4%	-4%	5%	-14%

Part of the list above in order of molecular weight, highest first.
SMILES	RGS12 GoLoco inh	TR SRC2 fluor cs	L3MBTL1 block	TRb SRC2 PPI	RECQ1 inh	KDM4E inh	Tau fibril FP	Tau ThT inhib
CC(=O)c1cccc(N=c2scc(-c3ccc(S(=O)(=O)N4CCOCC4)cc3)n2CCO)c1	38%[activator]	-1%	-1%	17%	1%	-17%	5%	-5%
CCn1ccnc1[C@@H]1C[C@H]2CN(c3ccccc3OC)C(=O)[C@]23CCCN13	10%	1%	-3%	-3%	-6%	-13%	-4%	-12%
COC(=O)c1ccc(CS(=O)(=O)c2ccc(C)cc2)cc1	2%	-3%	.	-2%	i	0%	-2%	-17%

Going on with the list.
SMILES	RGS12 GoLoco inh	TR SRC2 fluor cs	L3MBTL1 block	TRb SRC2 PPI	RECQ1 inh	KDM4E inh	Tau fibril FP	Tau ThT inhib
Cc1ccccc1C(=O)NNC(=O)C1CCCN(c2ncccn2)C1 (stereo unspecified)	-7%	1%	5%	-5%	i	-29%	5%	-3%
CCCNC(=O)C1Cc2cc(S(=O)(=O)N3CCCCCC3)ccc2N1C(C)=O (stereo unspecified)	.	-1%	.	-1%	.	.	1%	7%
Cc1c(C=O)c2ccccc2n1CC(=O)N1CCc2ccccc2C1	2%	1%	0%	1%	1%	2%	-2%	-10%
CC(C)CCNC(=O)C(c1ccco1)N(Cc1ccccc1)C(=O)c1snc(C(N)=O)c1N (stereo unspecified)	8%	2%	-5%	8%	i	?	-3%	-17%
Cc1ccc(S(=O)(=O)c2cn(Cc3ccc(F)cc3)c3cc(F)c(F)cc3c2=O)cc1	.	0%	.	-3%	.	.	-6%	11%
CCOc1cc(N2CCOCC2)c(OCC)cc1NC(=O)COC(=O)c1cccc2ccccc12	-8%	2%	-2%	2%	0%	1%	3%	-9%
Cc1cccc(OCCNc2cc(N3CCN(C)CC3)ccc2[N+](=O)[O-])c1	4%	-1%	-11%	10%	-7%	-5%	-12%	?
O=C(NCCCn1ccnc1)c1ccc(N2CCCCC2)c([N+](=O)[O-])c1	6%	-1%	?	0%	-13%	5%	8%	?
Cc1ccc(CN(C(=O)c2ccccc2Br)C2CCS(=O)(=O)C2)o1 (stereo unspecified)	.	-5%	.	-2%	.	.	2%	6%
Cc1cc(C(=O)O)ccc1-n1c(C)cc(C=C2C(=O)c3ccccc3C2=O)c1C	14%	-8%	?	8%	-15%	?	-8%	14µM*
CN(C)S(=O)(=O)c1ccc2c(c1)nnn2CCNC(=O)Nc1ccc(Cl)cc1	.	0%	.	4%	.	.	-3%	7%
O=C(C1CC1)N1CCN=C1SCc1ccc(F)cc1	8%	-2%	.	-7%	-9%	-4%	-6%	-4%
Cc1nnc(N2C(=O)c3oc4ccccc4c(=O)c3C2c2ccco2)s1 (stereo unspecified)	-3%	-8%	22µM*	5%	-15%	-2%	-3%	-12%
O=C(N/N=C/c1ccccn1)c1[nH]c2ccc([N+](=O)[O-])cc2c1-c1ccccc1	4%	-2%	-10%	-5%	i	?	-5%	?
Cn1c(SCC(N)=O)nnc1C1CCN(S(=O)(=O)c2ccccc2C(F)(F)F)CC1	3%	1%	.	-4%	-13%	1%	-5%	-1%
COc1cccc(NC(=O)CSC2=Nc3ccccc3C3=NC(CC(=O)NCCc4ccccc4)C(=O)N23)c1 (stereo unspecified)	.	?	.	-3%	.	.	10%	6%
Cc1nnc(NC(=O)Cn2c(=O)sc3ccccc32)s1	4%	-8%	.	-2%	-19%	3%	-2%	-3%
CC(=O)OC[C@H]1O[C@@H](O/N=C\[C@@H](C)[C@H](OCc2ccccc2)C(C)C)[C@H](OC(C)=O)[C@@H](OC(C)=O)[C@H]1OC(C)=O	.	?	.	-9%[11.2 µM]	-6%[11.5 µM]	.	2%[11.6 µM]	-2%[11.5 µM]
COc1ccc(OCC(=O)Nc2cccc3ncccc23)cc1	1%	1%	-6%	-5%	?	-3%	-3%	1%
O=[N+]1C2=C(CCCC2)N([O-])C12CCCC2	-14%	2%	-9%	5%	i	2%	0%	-12%
Cc1ccccc1Nc1oc(-c2ccccc2)nc1-c1ccccc1F	-2%	-1%	.	8%	-5%	2%	?	-6%
CC(=O)N1CCCc2cc(S(=O)(=O)N3CCCC(C(=O)Nc4cc(Cl)ccc4C)C3)ccc21 (stereo unspecified)	.	2%	.	-6%	.	.	-9%	-9%
CC1=C(C)CC2(SC1)C(=O)N(c1ccccc1)N=C2N (stereo unspecified)	-9%	0%	.	-2%	-8%	-2%	9%	-5%
Cc1cc(C)c2nc(N3CCC(C(=O)NCCCN4CCCCC4)CC3)sc2c1	-5%	-6%	.	-4%	-13%	8%	14%	-14%
CC1=C(c2ccc(C)c(C)c2)S(=O)(=O)N(Cc2ccc(C(=O)NC(C)c3ccccc3)cc2)C1=O (stereo unspecified)	.	3%	.	4%	.	.	-1%	-2%
Cc1cccc(C)c1NC(=O)C(c1ccc([N+](=O)[O-])cc1)N(C)C(=O)c1ccccn1 (stereo unspecified)	-10%	1%	10%	-17%	-7%	-7%	2%	3%
COC(=O)C(Cc1ccc(O)cc1)NC(=O)c1ccccc1OC (stereo unspecified)	-16%	-1%	.	-19%	3%	-5%	?	-5%
CCCN1CCN(C(=O)Cn2cccc2C(=O)c2ccccc2)CC1	-3%	-2%	5%	1%	-1%	11%	1%	-5%
NC(=O)c1ccccc1NC(=O)/C=C/c1c(Cl)cccc1Cl	75%[activator]	-3%	1%	-7%	-7%	-11%	-17%	-17%

Screening results as filed in PubChem BioAssay.
